Source: PubChem (several laboratories)
PKA-R1A activ: PKA-R1A complex activation. P00514+P68181. PKA-R1A dissociation, Cy5-IP20 fluorescence polarization; scaled: DMSO 0%, 113 µM cGMP 100%. activation, % at 11.4 µM. actives 0.083% (n = 340,000). AID 504707;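 active = percent activation above the mean of all tested compounds plus 3 SD, cut at about 19% in these data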;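 also: higher means more PKAc released from R1A so a rise in polarization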
Pemphigus Ab inh: inhibitors of pemphigus antibody binding to human desmoglein-3 | P32926 | DSG3-coupled beads, scFv-anti-DSG3-GFP binding, flow cytometry; stronger effect = lower value | actives 0.48% (n = 310,000) | binding (percent of control), % at 10 µM;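 active = binding more than 3 SD below its plate's average and above zero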;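 also: hits lower antibody fragment binding to DSG3; some compounds called inactive have numbers as strong as hits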
Target sequence (P32926 whole entry, looked up, the tested form may be a part): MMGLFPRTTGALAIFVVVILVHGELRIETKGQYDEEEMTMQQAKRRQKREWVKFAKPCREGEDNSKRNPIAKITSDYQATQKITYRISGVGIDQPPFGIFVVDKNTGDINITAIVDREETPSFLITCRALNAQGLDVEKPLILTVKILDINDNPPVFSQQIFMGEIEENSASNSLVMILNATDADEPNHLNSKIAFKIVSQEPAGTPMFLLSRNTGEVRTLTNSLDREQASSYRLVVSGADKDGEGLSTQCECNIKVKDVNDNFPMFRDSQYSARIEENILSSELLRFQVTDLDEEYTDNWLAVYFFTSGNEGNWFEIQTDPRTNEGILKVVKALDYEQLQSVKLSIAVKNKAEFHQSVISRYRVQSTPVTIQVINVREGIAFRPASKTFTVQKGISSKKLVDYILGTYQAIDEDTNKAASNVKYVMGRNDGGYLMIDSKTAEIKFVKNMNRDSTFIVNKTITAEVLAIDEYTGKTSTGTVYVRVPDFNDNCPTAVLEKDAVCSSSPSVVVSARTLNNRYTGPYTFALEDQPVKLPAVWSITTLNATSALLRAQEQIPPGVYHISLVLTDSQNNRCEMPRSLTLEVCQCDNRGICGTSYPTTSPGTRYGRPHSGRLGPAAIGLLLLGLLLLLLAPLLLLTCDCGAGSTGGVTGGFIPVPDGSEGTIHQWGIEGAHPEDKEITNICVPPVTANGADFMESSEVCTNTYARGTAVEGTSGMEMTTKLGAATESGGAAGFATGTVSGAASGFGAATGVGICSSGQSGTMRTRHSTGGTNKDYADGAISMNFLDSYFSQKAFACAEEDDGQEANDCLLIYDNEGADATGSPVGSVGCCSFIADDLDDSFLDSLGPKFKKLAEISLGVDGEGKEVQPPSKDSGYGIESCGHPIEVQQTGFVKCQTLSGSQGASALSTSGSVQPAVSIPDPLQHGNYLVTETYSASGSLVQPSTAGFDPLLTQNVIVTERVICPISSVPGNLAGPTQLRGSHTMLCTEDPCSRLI
MOR-DOR ag: agonists of human mu-delta opioid receptor heterodimerization. cells, OPRM1-OPRD1 heterodimerization, luminescence. activation, % at 9.3 µM. actives 0.3% (n = 340,000). AID 504326; in the data active = activation above about 18%;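 also: 0% = vehicle-treated cells and 100% = reference agonist; values of inactives mirror those of a sister screen read the other way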
E coli growth: bacterial growth inhibition, counter-screen for AddAB inhibitors. E. coli V3065 growth, OD600 absorbance, 18 h. inhibition, % at 11.9 µM. actives 0.27% (n = 330,000);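 active = inhibition above the campaign's mean inhibition across all tested compounds plus 3 SD, cut at about 9.9% in these data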;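 also: uninfected addAB+ strain grown without phage in ampicillin broth; 0% = DMSO wells and 100% = ciprofloxacin 0.95 µg/ml wells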
PfHsp90 set2: growth inhibition of yeast expressing Plasmodium Hsp90; actives 0.32% (n = 310,000); inhibition, % at 9.4 µM; S. cerevisiae expressing PfHsp90, BacTiter-Glo ATP, 48 h; yeast lacking PDR1 and PDR3 efflux regulators;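 active = every replicate shows inhibition above about 80%, whatever the replicate mean, limit read from the data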;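 also: 0% = DMSO neutral controls and 100% = 20 µM radicicol positive controls; yeast relying on Plasmodium falciparum Hsp90 in place of its own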
HTR5A inv ag: HTR5A inverse agonism, opioid heterodimer counter-screen | P47898 | HTR5A cell line, luminescence | inhibition, % at 9.3 µM | actives 0.083% (n = 340,000) | AID 504634; in the data active = inhibition mostly above about 23%, no sharp cut-off; inactive = mostly below about 18%;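 also: 0% = cells with DMSO and 100% = no-cell wells with DMSO; some compounds called inactive have numbers as strong as hits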
MOR-DOR inv ag: inverse agonist of human OPRM1-OPRD1 heterodimerization; cell-based MOR-DOR heterodimer luminescence, inverse agonism; inhibition, % at 9.3 µM; AID 504357; actives 0.21% (n = 340,000); P35372+P41143; in the data active = inhibition above about 22%, passing the limit was not always enough;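 also: 0% = cells with DMSO and 100% = wells without cells with DMSO; values of inactives mirror those of a sister screen read the other way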
phage Ecoli inh: E. coli growth loss with phage present. growth absorbance. inhibition, % at 11.9 µM. actives 0.26% (n = 360,000). AID 651602; in the data active = inhibition above about 11%
AddAB inh: less growth of phage-infected E. coli with AddAB. AID 435030. inhibition, % at 11.9 µM. actives 0.29% (n = 330,000). E. coli expressing H. pylori AddAB, absorbance growth; in the data active = inhibition above about 12%;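 also: 0% = vehicle wells of infected cells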
HTR5A ag ctr: HTR5A agonism, opioid heterodimer counter-screen; HTR5A agonist assay, luminescence, cell-based; activation, % at 9.3 µM; actives 0.61% (n = 340,000); AID 504692; in the data active = activation mostly above about 9.5%, no sharp cut-off; inactive = mostly below about 7.6%;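 also: 0% = cells with vehicle only and 100% = reference agonist; strong numbers were not always called active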
Mot1-301 SUMO: blocks SUMOylation pathway, rescuing yeast Mot1-301 growth | S. cerevisiae Mot1-301 growth rescue, ATP luminescence, 38.5C; percent above DMSO median, 100 means doubled | growth rescue, % at 18.8 µM | actives 1% (n = 320,000) | AID 2716;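 active = every valid replicate shows activation above 250% relative to neutral control wells; inactive = the rest, any valid replicate at or below 250%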;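 also: OY570 slx delta 5 strain wells were the positive control but not used for scaling; some compounds called inactive have numbers as strong as hits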
Starred values were filed as active, the others as inactive; / = no result given; & = joins results of further samples.

1: O=S(=O)(c1ccc(F)c(F)c1)N1CCN(c2ncccn2)CC1
2: COc1ccccc1CNC(=O)c1ccc(OCC2CCCO2)cc1 (stereo not given)
3: Cc1cc(C)c(C)c(S(=O)(=O)N2CCC(C(=O)NCCCN3CCOCC3)CC2)c1C
4: Cc1ccc(SCCNC(=O)C(C)C)cc1
5: NNc1cc([N+](=O)[O-])cc2c1C(=O)N(Cc1ccccc1)S2=O (stereo not given)
6: Cc1ccc2nccc(C(=O)N3CCCC(Nc4ccc(C)c(C)c4)C3)c2c1 (stereo not given)
assay / compound,1,2,3,4,5,6
MOR-DOR inv ag,2,0,10,8,-9,13
HTR5A ag ctr,7,-1,2,-4,-1,0
PKA-R1A activ,-9,2,5,-7,-6,3
MOR-DOR ag,-0.5,0.0,-2.5,-1.5,1.7,-2.5
HTR5A inv ag,-28,4,10,11,8,17
phage Ecoli inh,-0.6,2.2,2.0,-3.7,1.4,-1.0
Mot1-301 SUMO,-11,7,-25,1,-9,5
AddAB inh,3.5,2.9,0.3,-0.6,0.3,2.4
Pemphigus Ab inh,100,99,111,99,95,109
E coli growth,-0.3,-0.1,-1.4,-1.6,1.4,-4.0
PfHsp90 set2,-14,4,/,-17,2,15

7: CCCCN(C(=O)C1CC(=O)N(CCc2ccc(OC)c(OC)c2)C1)c1c(N)n(CCCC)c(=O)[nH]c1=O (stereo not given)
8: COc1ccc2nc(N3C(=O)/C(=C/c4ccc(Cl)cc4)NC3=S)sc2c1
9: COc1ccc(/C=N/NC(=O)c2ccc(Cl)cc2)cc1COC(C)=O
10: CC(C)C(NC(=O)c1ccccc1)C(=O)OCn1nnc2ccccc2c1=O (stereo not given)
11: O=C(CN1C(=O)/C(=C2\SC(=S)N(C3CCS(=O)(=O)C3)C2=O)c2ccccc21)Nc1ccc(F)cc1 (stereo not given)
12: CCOC(=O)C(C)On1c(-n2nc(C)cc2C)nc2ccccc2c1=O (stereo not given)
assay / compound,7,8,9,10,11,12
MOR-DOR inv ag,-20,1,-2,7,/,8
HTR5A ag ctr,5,-3,0,1,/,0
PKA-R1A activ,-6,-6,13,-3,/,6
MOR-DOR ag,3.0,-0.2,0.3,-1.7,/,-1.7
HTR5A inv ag,-13,-10,16,-3,/,0
phage Ecoli inh,3.0,-3.4,2.1,0.8,1.3,-7.4
Mot1-301 SUMO,6,/,1,-8,60,-15
AddAB inh,3.1,/,0.0,0.1,4.0,-6.7
Pemphigus Ab inh,111,97,111,102,92,96
E coli growth,1.9,/,0.6,-1.9,-0.2,-6.3
PfHsp90 set2,-12,-41,18,-5,-11,9

Compound profiles, as listed above. Values in the order: MOR-DOR inv ag	HTR5A ag ctr	PKA-R1A activ	MOR-DOR ag	HTR5A inv ag	phage Ecoli inh	Mot1-301 SUMO	AddAB inh	Pemphigus Ab inh	E coli growth	PfHsp90 set2
O=S(=O)(c1ccc(F)c(F)c1)N1CCN(c2ncccn2)CC1 reads 2	7	-9	-0.5	-28	-0.6	-11	3.5	100	-0.3	-14
CC(C)C(NC(=O)c1ccccc1)C(=O)OCn1nnc2ccccc2c1=O (stereo not given) reads 7	1	-3	-1.7	-3	0.8	-8	0.1	102	-1.9	-5

Next part
13: COc1cc(C2/C(=C(\O)c3cc(C)ccc3C)C(=O)C(=O)N2CCN(C)C)ccc1O (stereo not given)
14: COC(=O)c1ccc(CSc2nc3sc4c(c3c(=O)n2C)CCCC4)o1
15: CCOC(=O)Cc1csc(NC(=O)CSc2ccc(Br)cc2)n1
16: Cc1c(C(=O)NN2CCOCC2)oc2c1ccc1ccccc12
17: O=C(CNc1ccccc1)N/N=C/c1cn(-c2ccccc2)nc1-c1ccccc1
18: CC(=O)Nc1cccc(NC(=O)CSc2nnc(NC(=O)c3ccco3)s2)c1
assay / compound,13,14,15,16,17,18
MOR-DOR inv ag,6,9,-11,14,7,13
HTR5A ag ctr,1,-3,0,4,0,-1
PKA-R1A activ,3,-3,-10,-14,-11,-5
MOR-DOR ag,-1.1,-1.6,2.1,-2.5,-1.4,-2.3
HTR5A inv ag,-3,23,6,20,-16,4
phage Ecoli inh,1.0,-1.1,4.3,2.8,1.8,2.0
Mot1-301 SUMO,-8,30,-9,/,0,-2
AddAB inh,0.3,-0.4,3.6,2.0,3.2,5.4
Pemphigus Ab inh,93,96,102,104,101,108
E coli growth,-1.9,-0.9,-0.5,0.8,0.2,-2.8
PfHsp90 set2,23,-3,-55,-22,23,-6

19: CCNC(=S)NC1CC2CCCC(C1)N2Cc1ccc(C)cc1 (stereo not given)
20: COc1ccc(Cc2nnc(NC(=O)Nc3ccc(F)cc3)s2)cc1
21: NS(=O)(=O)c1ccc(CNC(=O)CCS(=O)(=O)Cc2ccccc2)cc1
22: O=C(Nc1cccnc1Cl)C1CCCN(c2ncnc3c2nc2n3CCCCC2)C1 (stereo not given)
23: Cc1ccc(C#N)c(SCc2ccccc2F)n1
24: O=C(N/N=C\c1ccc(COc2ccc([N+](=O)[O-])cc2)o1)c1cccc(Cl)c1
assay / compound,19,20,21,22,23,24
MOR-DOR inv ag,9,-24,20,1,/,-2
HTR5A ag ctr,1,3,-1,-1,/,0
PKA-R1A activ,-11,-10,6,2,/,-2
MOR-DOR ag,-1.9,4.9,-3.8,-0.1,/,0.3
HTR5A inv ag,-2,-11,11,-16,/,-9
phage Ecoli inh,2.1,0.4,-2.0,1.1,4.5,2.0
Mot1-301 SUMO,13,4,5,/,13,214
AddAB inh,-1.6,1.1,-2.4,2.6,0.1,1.9
Pemphigus Ab inh,111,103,112,/,100,100
E coli growth,-1.7,1.2,0.2,-0.2,-1.5,0.0
PfHsp90 set2,1,-8,15,-5,/,4

Copied from the entries so far (two entries):
19: CCNC(=S)NC1CC2CCCC(C1)N2Cc1ccc(C)cc1 (stereo not given)
20: COc1ccc(Cc2nnc(NC(=O)Nc3ccc(F)cc3)s2)cc1
assay / compound,19,20
MOR-DOR inv ag,9,-24
HTR5A ag ctr,1,3
PKA-R1A activ,-11,-10
MOR-DOR ag,-1.9,4.9
HTR5A inv ag,-2,-11
phage Ecoli inh,2.1,0.4
Mot1-301 SUMO,13,4
AddAB inh,-1.6,1.1
Pemphigus Ab inh,111,103
E coli growth,-1.7,1.2
PfHsp90 set2,1,-8

The listing continues.
25: COc1ccc(/C=N/NC(=O)c2cccc([N+](=O)[O-])c2)cc1OS(=O)(=O)c1ccc(C)cc1
26: CCCCSc1nc2c(cnn2-c2ccccc2)c(=O)n1N
27: Cc1ccc2c(c1)c1c(n2CC(O)CN2CCCCC2C)CCCC1 (stereo not given)
28: COc1cccc(Nc2cc(C)nc3nc(C)nn23)c1
29: Clc1ccc(C2=Nn3c(nnc3-c3cc(-c4ccccc4)n[nH]3)SC2)cc1
30: CCOc1ccc(-c2cc(CCCC(=O)NCc3cccnc3)no2)cc1
assay / compound,25,26,27,28,29,30
MOR-DOR inv ag,-6,-6,-14,4,-59,13
HTR5A ag ctr,-1,3,0,-2,4,0
PKA-R1A activ,9,-12,3,-12,0,-5
MOR-DOR ag,1.1,0.9,2.7,-0.8,11,-2.4
HTR5A inv ag,5,-7,-11,4,-47,-24
phage Ecoli inh,2.9,3.5,3.9,3.8,2.4,3.7
Mot1-301 SUMO,-2,31,162,141,-2,187
AddAB inh,2.1,-2.1,1.4,0.9,-3.4,-1.9
Pemphigus Ab inh,103,92,102,109,103,81
E coli growth,0.5,-2.7,1.3,0.2,-3.6,-1.6
PfHsp90 set2,/,15,2,/,-9,-9

31: Cc1ccc(S(=O)(=O)Oc2ccc3c(c2)O/C(=C\c2cccnc2)C3=O)cc1
32: O=C(Nc1ccc(F)cc1)c1ccc(-n2cncn2)c([N+](=O)[O-])c1
33: CC(C)CCNC(=O)Cc1csc(-c2ccccc2)n1
34: O=C(O)CN=C1CC(c2ccccc2)CC(=O)/C1=C(/O)CCCN1C(=O)c2ccccc2C1=O (stereo not given)
35: CC(C)n1c(SCC(=O)Nc2ccc(N3CCOCC3)cc2)nnc1-c1ccco1
36: Cc1ccc(CCNC(=O)C2CCCN(S(=O)(=O)c3cccs3)C2)cc1 (stereo not given)
assay / compound,31,32,33,34,35,36
MOR-DOR inv ag,9,-10,-4,/,-2,-6
HTR5A ag ctr,-2,-2,0,/,1,-4
PKA-R1A activ,-7,-4,1,/,3,-10
MOR-DOR ag,-1.6,1.8,0.9,/,0.3,1.0
HTR5A inv ag,-29,4,-1,/,-5,-2
phage Ecoli inh,/,6.1,2.9,4.1,0.9,2.8
Mot1-301 SUMO,6,-12,4,156,-4,4
AddAB inh,2.6,2.6,2.7,0.1,0.8,1.1
Pemphigus Ab inh,102,101,99,102,103,105
E coli growth,0.2,0.8,-0.8,0.9,2.0,-0.7
PfHsp90 set2,12,-12,-4,1,-11,23

37: CCOC(=O)c1nnc(-c2ccccc2)nc1N1CCSCC1
38: O=C(NCc1ccco1)c1cc2sccc2n1Cc1ccccc1
39: CCC(C)Sc1cccc(-c2nc3cc(C)ccn3c2NCc2ccccc2)c1 (stereo not given)
40: CCOc1cc(/C=C2/NC(=O)N(CC(=O)Nc3cccc(C)c3)C2=O)ccc1O
41: CN(C)/C(=N\S(=O)(=O)c1ccccc1)c1ccc(F)cc1
42: CCCCn1c(N)c(N(CC(C)C)C(=O)C2CCN(c3ncnc4sc(C)c(C)c34)CC2)c(=O)[nH]c1=O
43: C=CCNC(=O)C1CC1(c1ccccc1)c1ccccc1 (stereo not given)
44: OCCN(CC#CC(O)(c1ccccc1)c1cccc(F)c1)CCO (stereo not given)
45: COc1ccc(C(=O)N/N=C(\C)c2ccccn2)cc1OC
assay / compound,37,38,39,40,41,42,43,44,45
MOR-DOR inv ag,9,-19,-9,4,8,4,20,18,10
HTR5A ag ctr,-1,4,4,-2,7,4,-1,-1,3
PKA-R1A activ,8,0,-2,-7,-4,6,4,-4,-2
MOR-DOR ag,-1.2,3.5,1.9,-0.7,-1.6,-0.6,-3.7,-3.6,-1.8
HTR5A inv ag,4,34,-6,-28,-18,-13,-1,0,-10
phage Ecoli inh,2.8,2.0,-1.6&1.0,4.0,0.6,2.5,1.7,6.0,-4.3
Mot1-301 SUMO,1,-12,6,-6,24,-7,-1,-22,1
AddAB inh,-0.2,3.2,2.7,-0.9,-0.2,1.0,2.0,1.9,0.9
Pemphigus Ab inh,106,99,109,85,109,103,97,100,/
E coli growth,1.5,2.2,-1.0,-0.8,-2.9,-2.0,-0.7,-0.1,1.2
PfHsp90 set2,17,/,11,-6,-19,-10,-16,1,-5
